BioA inh = BioA (M. tuberculosis) enzyme inhibition | inhibition, % at 9.99 µM | actives 0.096% (n = 360,000) | purified M. tuberculosis BioA enzyme, plate reader; in the data active = inhibition above about 40%; inconclusive = no clear call, values can overlap the other calls
BoNT A protease = BoNT A light chain protease inhibition; inhibition, % at 10 µM; multiplex microsphere protease substrate cleavage, flow cytometry; actives 0.17% (n = 360,000); AID 588499; note: plate controls were buffer without enzyme for full effect and enzyme alone for no effect
UGM FP inh = inhibitors of M. tuberculosis UDP-galactopyranose mutase; inhibition, % at 10 µM; P9WIQ1; purified UGM, fluorescence polarization probe displacement; actives 0.06% (n = 320,000); in the data active = inhibition above about 10%, passing the limit was not always enough; inconclusive = no clear call, values can overlap the other calls
Target sequence (P9WIQ1 whole entry, looked up): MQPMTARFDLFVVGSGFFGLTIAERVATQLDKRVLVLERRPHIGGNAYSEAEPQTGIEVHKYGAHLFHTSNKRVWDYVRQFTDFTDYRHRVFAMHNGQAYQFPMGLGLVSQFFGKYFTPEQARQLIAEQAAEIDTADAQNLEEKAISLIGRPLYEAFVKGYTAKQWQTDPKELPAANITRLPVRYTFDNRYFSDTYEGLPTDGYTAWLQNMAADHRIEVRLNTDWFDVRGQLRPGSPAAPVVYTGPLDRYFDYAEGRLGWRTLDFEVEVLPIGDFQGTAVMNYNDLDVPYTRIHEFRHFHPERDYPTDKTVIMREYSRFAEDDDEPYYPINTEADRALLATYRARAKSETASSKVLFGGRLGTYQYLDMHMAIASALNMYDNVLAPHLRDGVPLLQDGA
Anthrax LF prot = anthrax lethal factor protease inhibition. multiplex microsphere protease cleavage assay, LF. P15917. inhibition, % at 10 µM. actives 0.12% (n = 360,000); note: plate controls were buffer without enzyme for full effect and enzyme alone for no effect
Mtb FBA inh = inhibits M. tuberculosis FBA enzyme | P9WQA3 | purified M. tuberculosis FBA, fluorescence read-out | inhibition, % at 1 µM | actives 2.3% (n = 360,000); in the data active = inhibition above about 27%;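 note: 0% = vehicle and 100% = reference inhibitor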
Target sequence (P9WQA3 whole entry, looked up): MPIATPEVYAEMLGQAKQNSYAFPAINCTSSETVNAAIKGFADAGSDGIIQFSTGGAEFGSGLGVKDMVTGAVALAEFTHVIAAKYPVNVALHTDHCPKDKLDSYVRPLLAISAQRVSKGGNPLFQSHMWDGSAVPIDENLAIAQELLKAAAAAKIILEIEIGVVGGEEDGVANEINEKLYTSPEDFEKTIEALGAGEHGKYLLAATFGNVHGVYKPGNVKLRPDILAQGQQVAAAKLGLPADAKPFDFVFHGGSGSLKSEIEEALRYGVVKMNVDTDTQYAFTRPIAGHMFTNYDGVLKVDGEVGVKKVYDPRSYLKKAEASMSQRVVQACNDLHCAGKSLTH
GDH-TPI counter = GDH-TPI coupled enzyme inhibition counter-screen; inhibition, % at 4.8 µM; AID 588335; GDH-TPI coupled enzyme counterscreen, NADH absorbance; actives 1.2% (n = 360,000); in the data active = inhibition above about 30%;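 note: 0% = DMSO wells and 100% = wells lacking the enzyme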
FadD28 binding = blocks FadD28 binding to the bisubstrate probe. actives 0.22% (n = 360,000). inhibition, % at 12.5 µM. fluorescence polarization; in the data active = inhibition above about 8.5%, passing the limit was not always enough; inconclusive = no clear call, values can overlap the other calls
PfHsp40 rescue = rescue of PfHsp40-mediated yeast toxicity; growth rescue, % at 12.5 µM; actives 0.68% (n = 340,000); S. cerevisiae expressing PfHsp40, growth rescue, ATP luminescence; in the data active = growth rescue above about 28%, passing the limit was not always enough; inconclusive = no clear call, values can overlap the other calls;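 note: yeast W303a lacking pdr1 and pdr3 grown in galactose medium; growth measured after three days at 30 °C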
BoNT F protease = inhibitors of Botulinum neurotoxin F light chain protease; Multiplex microsphere protease cleavage assay, flow cytometry; inhibition, % at 10 µM; actives 0.22% (n = 360,000); AID 588497; in the data active = inhibition above about 35%, passing the limit was not always enough; inconclusive = no clear call, values can overlap the other calls; note: plate controls were buffer without enzyme for full effect and enzyme alone for no effect
* hit, by the source's call; u = inconclusive; x = not tested or not shown. Cut-off read from the data, not from the text of the source, unless noted: active = inhibition above about 30%; inconclusive = no clear call, values can overlap the other calls; inactive = below that. Outcome played no part in choosing rows; about 4.7% have a hit in one of these screens.

SMILES	BioA inh	BoNT A protease	UGM FP inh	Anthrax LF prot	Mtb FBA inh	GDH-TPI counter	FadD28 binding	PfHsp40 rescue	BoNT F protease
COC(=O)C1=C(N)Oc2cc(C)oc(=O)c2C1c1cccnc1 (configuration not stated)	3.4	-0.2	0.2	-7	-2	2	-2.8	-1.1	3
C=CCn1c(NC(=O)c2ccc(Br)o2)c(C(=O)OCC)sc1=S	-1.3	-0.4	-1.4	-2	7	20	0.6	0.0	3
CCCCCN(C(=O)CSc1n[nH]c(-c2ccc(C)cc2)n1)c1c(N)n(CCCC)c(=O)[nH]c1=O	-0.7	-3.4	2.7	-3	-3	-6	-5.3	-0.1	-2
O=C(CCC(=O)N1CCCC1)Nc1ccc([N+](=O)[O-])cc1	-2.1	-0.2	-0.5	-1	0	11	0.3	-0.4	-5
CC(C)CC(=O)NC1(C(F)(F)F)NC(=O)N(c2ccccc2)C1=O (configuration not stated)	0.7	-0.5	4.0	0	0	0	-3.2	1.2	2
O=C(Cn1cc(C(F)(F)F)cc(Cl)c1=O)Nc1cc(S(=O)(=O)N2CCOCC2)ccc1Cl	-1.9	-0.2	-0.4	-2	-3	-4	0.3	-0.2	-9
Cc1ccc(OC(C)C(=O)Nc2ccc(C)c(S(=O)(=O)Nc3ccc(C)cc3C)c2)cc1 (configuration not stated)	x	0.2	0.2	0	-1	6	-2.3	3.5	-6
COc1ccc2cc(C3OCCO3)c(Cl)nc2c1	x	-0.2	-2.7	2	4	6	-1.5	-0.5	0
Cc1nn(Cc2ccc(Cl)cc2)c(C)c1NC(=O)CSc1n[nH]c(C)c1[N+](=O)[O-]	-2.3	-3.2	1.2	-5	3	9	-1.8	-0.9	-33
CCCn1c(=O)c(C(=O)NCc2ccccc2Cl)c(O)c2ccccc21	-0.8	-5.5	2.1	-3	-2	-1	-1.7	-1.0	u
CCOC(=O)c1c(-n2cnnn2)sc(C)c1C	-1.9	u	1.6	-1	20	-5	-3.7	-0.9	3
COc1ccc(S(=O)(=O)N(C)CC(=O)NCc2cccnc2)cc1OC	0.5	-0.5	2.1	7	0	14	-1.2	1.1	2
CCN(CC)C(=O)C1=C(C)N(CCCN2CCCC2=O)C(=O)C(CC(=O)NCCN2CCOCC2)C1 (configuration not stated)	0.8	-0.6	x	2	1	-6	0.7	x	0
Cc1cccc(NC2=NC(C)(C)N=C(N)N2)c1C	0.7	x	1.2	x	6	-3	0.1	-0.6	x
CCCCOc1ccc(C(=O)NCC(=O)N2CC=C(c3ccccc3)CC2)cc1	-0.7	5.2	-3.0	2	2	-10	-1.6	-0.3	0
O=C(COC(=O)c1ccccn1)NC12CC3CC(CC(C3)C1)C2	-1.3	-0.7	-1.4	-16	4	2	0.4	-1.6	-7
CC(C)c1ccc(C(=O)N/N=C/c2cccc(Cl)c2Cl)cc1	-1.2	-1.4	0.8	-4	-7	7	-0.5	1.1	-8
C/C=C/c1ccc(OCC(=O)OCC(=O)NC2CC2)c(OC)c1	x	-0.3	x	-1	2	2	-1.2	-0.2	-10
COc1ccc(N2CCN(C3CCCCC3NS(=O)(=O)c3ccc(Cl)cc3)CC2)cc1 (configuration not stated)	-2.0	-3.1	-1.0	-3	-2	7	-0.6	-1.4	-6
CC1CCN(C(=O)c2ccc(NS(=O)(=O)c3ccccc3)cc2)CC1	-0.2	u	2.0	u	5	0	-1.5	-0.2	u
O=C(Nc1ccc(S(=O)(=O)NCCc2ccccc2)cc1)c1ccco1	x	1.0	4.6	-2	3	13	-2.1	2.2	0
NC(=O)c1ccc(NC(=S)NCc2ccco2)cc1	x	-0.2	-0.1	0	0	-6	-3.4	6.9	0
C/C=C\C(=O)Nc1cccc(C2=NOC3(C2)C[C@@H](C(N)=O)N(C(=O)CC(c2ccccc2)c2ccccc2)C3)c1 (some centres not stated)	-1.6	0.0	1.0	-3	0	6	-12	0.5	5
CC1CCc2sc(C(=O)NNS(=O)(=O)c3ccc(F)c(F)c3F)cc2C1 (configuration not stated)	0.4	-2.7	x	-2	3	1	1.4	-0.1	0
O=C(N/N=C/c1ccc([N+](=O)[O-])o1)c1ccc2c(c1)OCO2	0.2	-1.7	-5.0	0	2	23	-0.9	-0.9	0

6 entries drawn at random from the list so far, as already listed:
SMILES	BioA inh	BoNT A protease	UGM FP inh	Anthrax LF prot	Mtb FBA inh	GDH-TPI counter	FadD28 binding	PfHsp40 rescue	BoNT F protease
CC1CCN(C(=O)c2ccc(NS(=O)(=O)c3ccccc3)cc2)CC1	-0.2	u	2.0	u	5	0	-1.5	-0.2	u
CCCn1c(=O)c(C(=O)NCc2ccccc2Cl)c(O)c2ccccc21	-0.8	-5.5	2.1	-3	-2	-1	-1.7	-1.0	u
C/C=C/c1ccc(OCC(=O)OCC(=O)NC2CC2)c(OC)c1	x	-0.3	x	-1	2	2	-1.2	-0.2	-10
Cc1nn(Cc2ccc(Cl)cc2)c(C)c1NC(=O)CSc1n[nH]c(C)c1[N+](=O)[O-]	-2.3	-3.2	1.2	-5	3	9	-1.8	-0.9	-33
O=C(Nc1ccc(S(=O)(=O)NCCc2ccccc2)cc1)c1ccco1	x	1.0	4.6	-2	3	13	-2.1	2.2	0
CCCCCN(C(=O)CSc1n[nH]c(-c2ccc(C)cc2)n1)c1c(N)n(CCCC)c(=O)[nH]c1=O	-0.7	-3.4	2.7	-3	-3	-6	-5.3	-0.1	-2

Later entries
SMILES	BioA inh	BoNT A protease	UGM FP inh	Anthrax LF prot	Mtb FBA inh	GDH-TPI counter	FadD28 binding	PfHsp40 rescue	BoNT F protease
Clc1cccc(CSc2nnc(-c3sccc3-n3cccc3)o2)c1	-1.3	-0.7	x	-3	0	20	-1.5	0.2	-9
CCOC(=O)C1CCN(C(=O)C(CCSC)NC(=O)c2ccccc2OC)CC1 (configuration not stated)	0.4	x	-2.0	x	3	-6	-0.4	-0.6	x
CCOC(=O)[C@@H]1[C@H]2COc3cc(OC)ccc3[C@H]2N2C(=O)N(c3ccc(F)cc3)C(=O)[C@]12C	-2.1	-2.7	-1.4	-1	0	7	-2.2	3.2	-18
COc1ccc(Nc2nc(N)nc(CSc3nccn3C)n2)cc1	x	0.2	4.0	1	1	3	-0.4	-0.4	-6
COc1cc(/C=N/Nc2nc3ccccc3s2)cc([N+](=O)[O-])c1O	-2.3	-1.1	-0.2	-2	0	70*	0.0	-0.2	0
COc1ccc(/C=N/n2cc(-c3ccccc3)nc2N)cc1	1.4	3.1	2.8	4	3	16	-3.1	-1.0	-4
Cc1ccccc1OCC(=O)NCC(c1ccco1)N1CCCCC1 (configuration not stated)	0.2	-0.2	-1.5	-1	0	-9	-4.7	1.6	-4
Cc1ccc(N=Nc2c(C)[nH]n(C(N)=S)c2=O)cc1C	x	2.2	1.8	0	-5	16	-1.9	-0.8	0
COc1ccc(C(=O)Nc2ccc(-c3ccc(NC(=O)c4ccc(OC)cc4)c(OC)c3)cc2OC)cc1	-2.8	0.3	1.4	-1	4	7	-0.9	-0.1	-4
COc1ccc(NC(=O)Cn2cccc2)c(OC)c1	-0.9	-0.4	x	-3	-1	3	-2.0	-1.0	-13
CCN(C(=O)C1CCCN1S(=O)(=O)c1ccc2c(c1)n(C)c(=O)c(=O)n2C)c1ccccc1 (configuration not stated)	-4.3	-0.3	0.0	4	1	8	-1.0	-1.2	-3
Cc1ccc(-c2onc3ccc(C=O)cc23)cc1	-0.8	0.6	1.2	-1	1	8	-2.0	20	0
Cc1ccc(NC(=O)C(=O)NCCN2CCN(S(C)(=O)=O)CC2)cc1	x	-1.2	-0.2	7	0	-2	3.2	x	-2
COc1ccc2[nH]cc(C(O)CN3CCN(c4ccccc4F)CC3)c2c1 (configuration not stated)	0.3	x	-1.2	x	0	10	-2.8	0.4	x
N#CCC(=O)N/N=C/c1ccc(OCc2ccccc2)cc1	x	1.6	-0.2	8	5	6	-0.4	-0.8	2
Fc1ccccc1CNc1ccc(Cl)cc1	-1.4	-0.5	-0.8	2	1	24	-1.2	-1.6	-4
Cc1cc(C)c2nc(C(F)(F)F)nc(N3CC(C)OC(C)C3)c2c1 (configuration not stated)	0.4	0.3	-4.5	-2	3	12	-2.1	0.5	2
CN1CCC(=NNC(=O)CN(c2ccc([N+](=O)[O-])cc2)S(=O)(=O)c2ccccc2)CC1	x	-5.4	0.2	1	-1	2	-0.8	0.6	-19
CCc1ccc2ncc(C(=O)c3ccccc3)c(N3CCOCC3)c2c1	-0.9	-0.1	1.0	-4	-1	13	-0.2	-0.6	3
CCOc1ccc(N(CC(=O)NCC2CCCO2)C(=O)CCC(=O)Nc2nccs2)cc1 (configuration not stated)	-3.6	0.6	1.5	1	3	1	-1.1	-0.8	2
Cc1noc(/C=C/N(C)C)c1S(=O)(=O)N(C)CC(=O)NC1CCCCC1	x	0.3	3.1	-1	5	51*	-0.7	0.4	1
O=C(Oc1ccc(Cl)cc1N1C(=O)CCC1=O)c1ccco1	1.1	x	-3.2	x	5	3	-1.6	-0.5	x
OC(Cc1ccccc1)c1ncc(-c2ccc3ccccc3c2)[nH]1 (configuration not stated)	-0.3	0.1	x	-6	9	2	-4.7	x	-2
CCCNC(=O)C1(C)CCCN(C(=O)Cc2ccc(OC)cc2)C1 (configuration not stated)	-1.8	-0.5	x	-2	0	-1	-0.3	x	-1
O=C(COc1ccccc1)NNC(=O)c1cc2ccccc2o1	-0.3	-0.6	2.2	-2	0	-6	0.0	-0.6	-6
O=C1C2CCN(CC2)C1Cc1ccc(OCCOc2ccccc2)cc1 (configuration not stated)	-0.7	-0.2	-2.2	-4	-1	-14	-4.3	0.1	1
O=C(Nc1cccc(S(=O)(=O)C(F)F)c1)c1ccc(Cl)c(S(=O)(=O)N2CCOCC2)c1	0.8	0.4	-0.8	1	12	-3	-3.4	-0.9	-6

One compound at a time, as listed above:
COc1ccc2[nH]cc(C(O)CN3CCN(c4ccccc4F)CC3)c2c1 (configuration not stated) as listed: BioA inh = 0.3; BoNT A protease = x; UGM FP inh = -1.2; Anthrax LF prot = x; Mtb FBA inh = 0; GDH-TPI counter = 10; FadD28 binding = -2.8; PfHsp40 rescue = 0.4; BoNT F protease = x
Fc1ccccc1CNc1ccc(Cl)cc1 as listed: BioA inh = -1.4; BoNT A protease = -0.5; UGM FP inh = -0.8; Anthrax LF prot = 2; Mtb FBA inh = 1; GDH-TPI counter = 24; FadD28 binding = -1.2; PfHsp40 rescue = -1.6; BoNT F protease = -4
